UHRF1 MBD2 ctr – human UHRF1 methylated DNA binding inhibitors; UHRF1 binding to methylated oligo, TR-FRET; AID 687016; Q96T88; 0.75% of 370,000 active; inhibition, % at 4.4 µM; in the data active = inhibition above about 21%;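 also: UHRF1 SRA domain binding a hemimethylated CpG hairpin DNA probe; 0% = median of test compound wells and 100% = reference inhibitor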
PLCg1 inh – blocks human PLC-gamma1 enzyme activity; P19174; purified PLC-gamma1, fluorogenic substrate, fluorescence; inhibition, % at 12.2 µM; 0.84% of 370,000 active; AID 720700; in the data active = inhibition above about 9.5%
proKLK7 act – proKLK7 (human) activation, primary screen. P49862. purified proKLK7, EDANS-DABCYL substrate fluorescence; 100% is mature enzyme control, 0% vehicle. activation, % at 7 µM. 0.9% of 370,000 active;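 active = activation above the mean of all tested compounds plus 3 SD, computed per campaign excluding outliers beyond control limits, cut at about 13% in these data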
Tn6 DDE FP – disrupts Tn6 cyclic peptide binding to fibrin D-Dimer-E complex; AID 720509; inhibition, % at 8.3 µM; Fibrin DD(E) TRITC-Tn6 fluorescence polarization displacement; 0.21% of 370,000 active;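 active = inhibition above a per-campaign cutoff: mean of compounds within control limits plus 3 SD, cut at about 15% in these data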;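 also: 0% = median of all compound wells on the plate and 100% = blocking peptide control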
ASAP1 GAP inh – ASAP1 ArfGAP inhibition. inhibition, % at 16.5 µM. 0.19% of 360,000 active. ASAP1-stimulated ARF1 GTP hydrolysis, GDP FP detection; in the data active = inhibition above about 25%;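 also: 0% = vehicle with enzyme and substrate and 100% = no enzyme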
Target sequence (Q9ULH1 325-724 limits assumed): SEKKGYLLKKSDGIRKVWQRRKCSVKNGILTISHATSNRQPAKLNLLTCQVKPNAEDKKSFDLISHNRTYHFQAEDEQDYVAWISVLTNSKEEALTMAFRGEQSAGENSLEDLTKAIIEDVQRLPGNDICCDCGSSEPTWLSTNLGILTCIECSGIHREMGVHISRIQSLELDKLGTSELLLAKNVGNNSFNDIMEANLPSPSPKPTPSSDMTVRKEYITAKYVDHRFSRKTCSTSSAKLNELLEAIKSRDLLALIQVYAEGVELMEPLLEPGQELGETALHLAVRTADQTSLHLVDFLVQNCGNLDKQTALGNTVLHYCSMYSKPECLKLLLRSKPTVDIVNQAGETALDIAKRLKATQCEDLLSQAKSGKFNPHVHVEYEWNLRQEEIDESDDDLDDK
ARFGAP1 inh – inhibits rat ARF GTPase activating protein 1; Q62848; Arfgap1-stimulated ARF1 GTP hydrolysis, GDP FP detection; inhibition, % at 16.5 µM; 0.26% of 360,000 active; AID 651572;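 active = inhibition above a per-plate limit, mean inhibition of low control wells plus 3 SD, cut at about 25% in these data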;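 also: 0% = DMSO wells with enzyme and 100% = wells lacking Arfgap1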
Target sequence (Q62848 1-136 limits assumed): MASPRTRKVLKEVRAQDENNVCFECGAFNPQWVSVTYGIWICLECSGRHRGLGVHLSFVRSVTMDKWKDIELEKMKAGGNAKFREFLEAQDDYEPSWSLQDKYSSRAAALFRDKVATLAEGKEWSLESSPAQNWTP
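material = rat Arfgap1 catalytic domain, aa 1-136 | also added = human ARF1(Δ1-17)-GTP substrate | compound dosing = one concentration, 16.5 µM, DMSO 1.26% | times = GTP hydrolysis reaction 2 h at 25 °C | measured by = FP, GDP Alexa 633 tracer displaced from anti-GDP antibody, 620/688 nm | evaluation = percent inhibition of Arfgap1-stimulated GTP hydrolysis | replication = single well per compound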
PLC-beta3 inh – blocks human PLC-beta3 enzyme activity; Purified PLC-beta3, fluorogenic substrate, fluorescence; Q01970; inhibition, % at 12.2 µM; 0.18% of 370,000 active; in the data active = inhibition above about 11%;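 also: 0% = median of compound wells on plate and 100% = full blocker control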
DDE Tn7 FP inh – inhibitors of Tn7 peptide binding to human fibrin DD(E); inhibition, % at 8.3 µM; FP displacement of FITC-Tn7 peptide from fibrin DD(E); 0% = median of compound wells per plate; P02675; 0.13% of 370,000 active;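 active = inhibition above the mean of compounds falling within the control limits plus 3 SD of them, cut at about 14% in these data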;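 also: 0% = plate median of compound wells and 100% = 10 µM Aha-Tn7 peptide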
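Test system: human clot-derived fibrin DD(E) complex / Quantity: 2 µM final DD(E) protein / Incubation: 10 min plus 3 h, room temperature / Measured by: fluorescence polarization / Benchmarks: high control of 10 µM Aha-Tn7 peptide / Replicates: singlicate testing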
NR1D1 modulator – modulators of human Rev-erb alpha DNA binding; Rev-erbα–FITC-DNA binding, fluorescence polarization, 90 min; activity, % at 10 µM; 0.79% of 370,000 active; AID 1259318;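 active = activity above about 14%, limit read from the data; passing the limit was not always enough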;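 also: 0% = DMSO wells with 35 nM protein and 100% = DMSO wells with 750 nM protein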
HGIII-sPLA2 inh – Blocks human group III sPLA2 activity; Q9NZ20; QFRET BODIPY PC-A2 liposome hydrolysis, fluorescence; inhibition, % at 12.2 µM; 0.56% of 370,000 active;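 active = inhibition above mean plus 3 SD of compounds lying within the high and low control bounds, cut at about 19% in these data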;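 also: 0% = median of test compound wells and 100% = no enzyme DMSO wells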
Target sequence (Q9NZ20 whole entry, looked up): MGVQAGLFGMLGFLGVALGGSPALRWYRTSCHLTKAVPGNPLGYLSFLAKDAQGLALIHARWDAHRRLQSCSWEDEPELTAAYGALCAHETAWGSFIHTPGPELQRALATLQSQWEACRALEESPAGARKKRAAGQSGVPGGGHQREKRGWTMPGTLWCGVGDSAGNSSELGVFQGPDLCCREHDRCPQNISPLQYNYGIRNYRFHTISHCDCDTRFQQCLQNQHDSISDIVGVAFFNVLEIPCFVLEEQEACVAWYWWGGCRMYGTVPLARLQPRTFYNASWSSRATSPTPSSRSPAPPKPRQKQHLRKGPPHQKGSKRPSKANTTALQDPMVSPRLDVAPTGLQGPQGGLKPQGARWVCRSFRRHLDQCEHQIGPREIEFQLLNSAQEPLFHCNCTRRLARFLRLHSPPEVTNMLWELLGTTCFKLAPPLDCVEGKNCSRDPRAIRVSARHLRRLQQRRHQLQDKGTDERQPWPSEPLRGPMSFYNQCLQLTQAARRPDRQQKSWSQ
Active calls of the source: *; i = inactive; / = not tested or not shown.

SMILES	UHRF1 MBD2 ctr	PLCg1 inh	proKLK7 act	Tn6 DDE FP	ASAP1 GAP inh	ARFGAP1 inh	PLC-beta3 inh	DDE Tn7 FP inh	NR1D1 modulator	HGIII-sPLA2 inh
Cc1cc(C(=O)COC(=O)c2n[nH]c(=O)c3ccccc23)c(C)n1C	-1.6	-2.6	0.9	-4.8	1.2	13.4	-5.6	-6.6	-20.4	1.6
COc1ccc(OC)c(N(CC(=O)NN=C2CCN(C)CC2)S(=O)(=O)c2ccccc2)c1	-2.9	-0.5	0.1	-6.3	13.6	4.5	-4.8	-6.6	8.2	-12.0
Cc1ccccc1OCC(=O)NNC(=S)NC(=O)c1ccco1	0.8	1.9	0.0	-7.9	-10.3	1.8	-0.6	0.6	6.7	4.7
CCOC(=O)C1CCCN(C(=O)c2cccc(S(=O)(=O)NCc3ccccc3)c2)C1 (stereo not given)	-1.5	-0.3	0.3	-2.9	7.6	4.8	-1.0	4.8	2.5	-10.1
Cn1c(=O)c2c(nc3n2CC(COc2ccc(Cl)cc2)O3)n(C)c1=O (stereo not given)	-2.0	-1.8	-0.1	11.3	-11.0	-2.0	1.0	4.0	-1.0	-0.3
COc1ccc(C2C(C(=O)NCc3cccnc3)c3ccccc3C(=O)N2C)cc1OC (stereo not given)	0.9	0.8	0.4	-5.7	6.9	10.9	-0.5	0.3	/	1.1
COCCCNC(=O)Cn1c(=O)oc2cc(S(=O)(=O)N3CC(C)CC(C)C3)ccc21 (stereo not given)	-1.4	2.8	0.1	6.1	2.6	-2.1	-1.9	5.5	-0.7	-16.7
Cc1cc(C)c(S(=O)(=O)Nc2nccs2)c(C)c1	-0.8	-1.0	0.2	7.0	8.4	-11.8	1.8	2.6	-4.3	-11.3
CCOC(=O)C1=C(C)Nc2ccccc2N=C1NC(=O)C(c1ccccc1)c1ccccc1	-2.4	-1.5	0.6	-3.7	4.3	5.3	-4.1	-0.6	0.1	-11.0
Cc1ccc(S(=O)(=O)C2(S(=O)(=O)c3ccc(C)cc3)CCCC2)cc1	1.7	-1.1	-0.1	-3.6	-2.2	0.2	-3.3	-4.7	-1.4	-7.1
CSc1ccc(CNC(=O)Cn2nc(C)c3c(C)n(-c4ccc(C)cc4)nc3c2=O)cc1	-4.3	0.6	-0.1	-1.8	0.8	-11.0	-5.2	2.0	-5.2	0.0
C/C(CC(=O)Nc1ccccc1C#N)=N\NC(=O)c1ccncc1	-1.5	1.3	0.3	7.5	1.5	-8.9	-9.0	-5.0	4.8	1.2
Cc1ccc(SCC(=O)OC(C)C(=O)NC2CCCCC2C)c(C)c1 (stereo not given)	0.1	-2.5	0.5	8.0	1.9	-8.9	-3.7	0.6	5.6	-4.6
Cc1ccc(C(=O)c2ccccc2C(=O)OCC(=O)NC(=O)NC(C)(C)C)cc1	4.0	-4.1	-0.3	-0.3	-3.8	9.2	-1.5	5.7	-0.8	0.1
COCCCNc1ccn2nc(-c3ccc(OCc4ccccc4)cc3)cc2n1	-1.6	-104.4	3.6	-10.7	3.5	11.4	-138.9	-2.5	-5.3	-26.9
Cc1cc(Cl)ccc1OC(C)C(=O)NNC(=O)C1CCCCC1C(=O)O (stereo not given)	0.1	-0.6	0.0	3.4	-0.6	-13.4	-9.1	0.5	-9.0	3.3
COCCN1C(=O)CCC1(C)c1nnnn1-c1ccc2c(c1)OCCO2 (stereo not given)	0.4	1.9	0.1	0.1	-0.1	4.4	1.3	-9.6	-1.8	-5.2
Cc1nc(N2CCCCC2)c2sc(=S)n(C)c2n1	6.8	-0.7	0.0	-3.0	1.6	-6.1	0.0	-0.3	-2.3	17.5
COc1ccc(-c2ccccc2C2Cc3nnccc3CN2)cc1 (stereo not given)	-3.7	-1.2	0.8	6.6	-3.5	-2.4	-0.2	-2.8	-1.0	-4.0
CC(C)CSc1ccc(S(=O)(=O)NCC(=O)O)cc1[N+](=O)[O-]	0.1	-1.5	0.0	1.1	0.9	7.2	-3.3	-4.5	-0.4	-6.9
O=C(NCc1ccccc1)c1cc(S(=O)(=O)N2CCC3(CC2)OCCO3)ccc1F	1.7	-1.1	0.1	-1.7	-4.2	6.7	3.7	-7.0	1.3	3.1
O[C@@H]1C[C@H](c2ccc(Cl)cc2)N(Cc2cccs2)C[C@H]1n1cc(-c2ccc(F)cc2)nn1	-0.7	3.1	-0.3	1.3	2.4	-9.2	1.6	-1.8	2.7	11.0
CC(=O)Nc1ccc(S(=O)(=O)Nc2ccccc2C(=O)N2CCOCC2)cc1	3.4	-0.7	-1.0	-9.9	-8.3	2.1	-6.5	2.9	-1.9	1.3
Cc1cccc(OCCC(=O)Nc2ccc(C)c(S(=O)(=O)N3CCCCC3)c2)c1	3.5	-1.9	0.8	3.6	1.9	2.9	2.0	-0.3	0.0	-31.0
COc1ccccc1-c1cc(C2CC2)nc(N)c1C#N	0.8	-112.4	3.4	4.8	8.7	-2.4	-154.7	1.2	10.6	-10.2
COc1cc(NS(=O)(=O)c2ccc(NC(=O)c3ccc(S(=O)(=O)N4CCCC4)cc3)cc2)ncn1	5.3	-0.9	-0.5	5.4	-10.8	-5.0	-1.9	-0.3	-2.0	2.8
O=C(Nc1ccc(S(=O)(=O)Nc2nccs2)cc1)C1CCCCC1	-2.6	-2.3	0.7	-4.9	-12.0	0.1	2.3	-5.9	-3.6	-14.0
CCN1CCN(c2ccc(S(=O)(=O)N3CCCCC3)cc2NC(=O)COc2ccc(Cl)cc2)CC1	-3.0	8.7	-0.3	10.7	5.2	5.7	-5.8	0.1	2.1	-3.5
Nc1ccc2nc(-c3ccc(N)c(Cl)c3)[nH]c2c1	-2.3	i	77.3*	-38.4	11.8	1.2	i	-7.7	6.2	20.7*
COc1cc(/C=C(\C#N)c2nc3ccccc3[nH]2)c([N+](=O)[O-])cc1OCc1ccccc1	-7.8	-97.4	-1.1	-12.1	-0.4	8.9	-114.4	-0.8	1.4	-5.2

A second format for part of the listing above.
CCN1CCN(c2ccc(S(=O)(=O)N3CCCCC3)cc2NC(=O)COc2ccc(Cl)cc2)CC1
  UHRF1 MBD2 ctr: -3.0
  PLCg1 inh: 8.7
  proKLK7 act: -0.3
  Tn6 DDE FP: 10.7
  ASAP1 GAP inh: 5.2
  ARFGAP1 inh: 5.7
  PLC-beta3 inh: -5.8
  DDE Tn7 FP inh: 0.1
  NR1D1 modulator: 2.1
  HGIII-sPLA2 inh: -3.5
Nc1ccc2nc(-c3ccc(N)c(Cl)c3)[nH]c2c1
  UHRF1 MBD2 ctr: -2.3
  PLCg1 inh: i
  proKLK7 act: 77.3*
  Tn6 DDE FP: -38.4
  ASAP1 GAP inh: 11.8
  ARFGAP1 inh: 1.2
  PLC-beta3 inh: i
  DDE Tn7 FP inh: -7.7
  NR1D1 modulator: 6.2
  HGIII-sPLA2 inh: 20.7*

Following part.
SMILES	UHRF1 MBD2 ctr	PLCg1 inh	proKLK7 act	Tn6 DDE FP	ASAP1 GAP inh	ARFGAP1 inh	PLC-beta3 inh	DDE Tn7 FP inh	NR1D1 modulator	HGIII-sPLA2 inh
Cc1cccc(C)c1NC(=O)COC(=O)c1ccc(N2CCCC2)c([N+](=O)[O-])c1	4.9	-6.3	0.5	-9.2	13.4	11.8	-3.2	6.8	1.3	8.1
O=C(NNC(=O)c1ccccn1)c1cccc([N+](=O)[O-])c1	1.3	4.5	-0.2	-6.0	9.9	11.2	-1.4	-6.9	2.3	4.5
CC1=CC(C)C2(COC(c3ccc[n+](C)c3)OC2)C(C)C1 (stereo not given)	1.3	1.7	0.0	6.6	5.4	5.5	-2.9	-9.0	1.4	4.3
COc1ccc(C(=O)NC(NC(=O)c2ccc(OC)cc2)c2ccccc2F)cc1	0.0	-0.9	-0.2	-0.8	-5.0	-4.4	2.3	5.5	0.1	-1.6
O=C(COc1ccccc1)N1CCN(c2ccc([N+](=O)[O-])c(N3CCCCC3)c2)CC1	-2.1	11.7*	0.4	-1.3	-15.7	-8.1	3.4	-3.2	5.8	-7.6
Cc1ccc(C(=O)COc2cccc(NC(=O)c3ccco3)c2)cc1	-2.4	-2.2	-0.9	3.2	2.2	1.9	1.3	2.7	3.3	-17.7
O=S(=O)(Nc1ccc(Br)cc1)c1cccc(NS(=O)(=O)c2cccs2)c1	-0.5	-2.0	0.1	-7.3	11.3	6.6	-5.0	-6.8	-2.4	-44.1
COc1cccc(-c2nnn(CCc3nn[nH]n3)n2)c1	1.6	0.4	-0.4	-0.4	9.4	8.4	-3.8	-3.6	0.0	-0.6
CCOC(=O)N1CCN(C(=O)c2ccc(NC(=O)CC)cc2)CC1	-2.8	3.0	0.3	-2.1	14.3	9.7	1.5	-1.6	6.7	0.4
CC1=NN(C(=O)CCCc2ccccc2)C(O)(C(F)(F)F)C1 (stereo not given)	0.7	2.5	0.2	2.9	2.9	-1.3	-2.3	-9.1	10.0	-3.9
O=C(Nc1cccc(NC(=O)c2cccs2)c1)c1ccc2c(c1)OCO2	1.5	-0.2	-0.4	-7.0	4.7	3.4	-9.5	2.1	-1.5	-12.8
CCOC(=O)c1sc2nc(C)cc(-c3ccccc3)c2c1N	-0.9	i	5.3	-0.5	-1.7	7.9	i	7.4	3.6	9.3
O=C(O)CC(NC(=O)C12CC3CC(CC(C3)C1)C2)c1ccc2c(c1)OCO2 (stereo not given)	1.2	-0.1	-0.2	0.5	-7.6	7.4	1.2	-8.0	6.1	0.5
COc1cccc(-c2ccc3c(c2)[C@@H]2C[C@H]4[C@@H](CN2CC3)[C@H](C)ON4C)c1	-3.3	-4.7	0.7	-5.1	-7.9	-15.3	-7.0	-0.7	-1.3	4.5
Cc1[nH]c2ccccc2c1C(=O)CN1CCSCC1	1.3	-0.8	-0.6	-3.4	7.5	4.1	-1.1	-2.1	2.9	-3.8
COc1ccc(S(=O)(=O)N2CCOCC2)cc1NC(=O)c1ccc2c(c1)OCO2	8.9	-0.9	0.1	-7.2	4.4	-2.1	-5.6	-0.4	-3.5	1.4
CCOC(=O)c1csc(Nc2nc3ccc(F)cc3s2)n1	-1.2	-3.1	-1.2	-1.4	5.8	8.3	-2.5	-0.7	7.8	-2.3
Cc1cc(C(=O)N/N=C/c2cccn2C)no1	0.8	0.0	0.2	0.6	4.2	-6.4	-2.1	-3.7	-1.6	10.5
CON/C=C(\C=Nc1ccc(Cl)cc1)c1ncc(C(F)(F)F)cc1Cl	-3.5	-2.9	-0.3	2.2	-0.8	1.8	0.9	-3.4	-9.6	-0.9
CCc1nc(N2CCCC(C)C2)c2oc3ccccc3c2n1 (stereo not given)	0.0	-7.2	-0.7	-3.0	1.3	3.1	-7.5	6.8	1.3	-5.0
CC(NCc1cccc(S(=O)(=O)N(C)C)c1)c1ccc(F)cc1 (stereo not given)	3.1	3.5	0.6	7.1	-0.3	8.1	-2.5	-5.9	-9.1	0.7
COC(=O)[C@]12C[C@H](CC(=O)NCC34CC5CC(CC(C5)C3)C4)C(=O)N(Cc3ccc4c(c3)OCO4)C1=C[C@H](C(C)C)O[C@@H]2C1CC1	-0.6	0.3	-0.3	-11.8	/	/	2.0	-4.2	2.3	-10.1
Cc1ccc(C)c(NC(=O)Cn2cnc3c(oc4ccccc43)c2=O)c1	-1.9	3.5	0.2	-2.5	-10.1	-9.0	-3.1	2.0	-8.4	-0.1
